# BAP1 inh = inhibitors of human BAP1 deubiquitinase | activity remaining (% of control), % at 20 µM | recombinant BAP1, Ub-AMC hydrolysis fluorescence kinetic; active compounds read low | 72,000 compounds, 0.48% hits | AID 436;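 active = activity remaining at or below 50% of control, provided the compound also passes the data quality filters; inactive = the rest, including low values that fail the filters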;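 also: 100% = DMSO wells rate and 0% = substrate alone blank rate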
# Target sequence (Q92560 whole entry, looked up): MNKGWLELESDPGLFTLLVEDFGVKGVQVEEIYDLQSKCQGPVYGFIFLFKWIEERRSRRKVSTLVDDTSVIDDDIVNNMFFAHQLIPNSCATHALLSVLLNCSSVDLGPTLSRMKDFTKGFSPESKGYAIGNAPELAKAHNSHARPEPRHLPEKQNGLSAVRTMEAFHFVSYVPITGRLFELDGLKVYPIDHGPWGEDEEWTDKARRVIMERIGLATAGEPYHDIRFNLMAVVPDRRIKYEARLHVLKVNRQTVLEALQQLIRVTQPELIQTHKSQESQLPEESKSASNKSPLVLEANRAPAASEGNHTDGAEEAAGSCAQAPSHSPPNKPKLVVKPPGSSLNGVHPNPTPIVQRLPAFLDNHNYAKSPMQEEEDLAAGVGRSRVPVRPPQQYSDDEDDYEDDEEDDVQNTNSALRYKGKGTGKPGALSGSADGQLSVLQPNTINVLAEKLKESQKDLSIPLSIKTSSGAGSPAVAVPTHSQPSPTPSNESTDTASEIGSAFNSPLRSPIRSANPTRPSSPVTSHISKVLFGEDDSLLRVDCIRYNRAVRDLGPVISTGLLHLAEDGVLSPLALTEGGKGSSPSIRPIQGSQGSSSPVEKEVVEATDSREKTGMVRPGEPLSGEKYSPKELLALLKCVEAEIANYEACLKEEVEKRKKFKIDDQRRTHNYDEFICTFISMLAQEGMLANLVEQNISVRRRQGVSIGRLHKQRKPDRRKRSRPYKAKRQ
# HePTP inhibitor = inhibitors of human HePTP phosphatase | inhibition, % at 20 µM | recombinant HePTP phosphatase activity, OD absorbance | 110,000 compounds, 0.64% hits | P35236; in the data active = inhibition above about 50%;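 also: plate controls were vehicle for no effect and reference inhibitor for full effect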
# Target sequence (P35236 whole entry, looked up): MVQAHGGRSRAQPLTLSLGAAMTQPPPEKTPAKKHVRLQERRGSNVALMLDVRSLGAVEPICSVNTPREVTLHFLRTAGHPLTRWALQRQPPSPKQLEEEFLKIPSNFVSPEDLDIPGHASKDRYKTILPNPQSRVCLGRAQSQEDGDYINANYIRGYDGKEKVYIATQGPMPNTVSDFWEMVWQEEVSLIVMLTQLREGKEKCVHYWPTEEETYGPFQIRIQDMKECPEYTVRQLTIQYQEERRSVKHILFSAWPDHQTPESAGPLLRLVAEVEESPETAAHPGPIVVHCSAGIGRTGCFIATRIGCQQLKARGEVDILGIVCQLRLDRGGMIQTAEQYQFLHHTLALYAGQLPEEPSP
# The depositor's hits bear a star; nt = not tested or not shown; & = joins results of further samples. The order is random (roughly 0.95% active in at least one column).
# Start of the data: the first 2 compounds (preview)
BAP1 inh	HePTP inhibitor	compound
58	11	Cc1cc(OCC(=O)Nc2ccc3oc(-c4ccncc4)nc3c2)ccc1Cl
104	4	CC(C)OC(=O)CSc1nnc(CNc2nc(-c3ccccc3)cs2)n1C

# Results, from the first entry:
BAP1 inh	HePTP inhibitor	compound
58	11	Cc1cc(OCC(=O)Nc2ccc3oc(-c4ccncc4)nc3c2)ccc1Cl
104	4	CC(C)OC(=O)CSc1nnc(CNc2nc(-c3ccccc3)cs2)n1C
nt	-3	COc1ccc(-c2cc(C(F)(F)F)n3ncc(C(=O)O)c3n2)cc1
103	nt	O=c1cc(N2CCc3ccccc32)[nH]c(=O)n1-c1ccccc1
164	nt	Cn1c(=NC(=O)c2ccc(S(=O)(=O)N3CCCC3)cc2)sc2cc(F)ccc21
nt	-20	COc1cc(/C=N/NC(N)=O)ccc1O
96	2&7	CN(C)S(=O)(=O)c1ccc(C(=O)Nc2ccc(F)cc2F)cc1
102	7	O=C(O)c1cccnc1Oc1ccccc1
100	10	N#C/C(C(=O)N1CCOCC1)=C1/SC=C(c2ccccc2)N1c1ccccc1
nt	3	O=C(/C=C/c1ccccc1)Nc1ccccc1CO
nt	1	Cc1cccc(N2C(=O)NC(=O)/C(=C/c3ccc(F)cc3)C2=O)c1
nt	12	Cc1ccnc(NC(=O)c2ccc(C)o2)c1
nt	2	Cc1cc(C)nc(NC(=O)Nc2ccc(Cl)cc2)c1
nt	6	Cc1ccc2ncnc(Nc3ccc(Cl)cc3)c2c1
92	8	CCCS(=O)(=O)C(=C1Nc2ccccc2N1)S(=O)(=O)CCC
101	5	CCCCCCC1/C(=N/O)CCC1C(=O)OC (stereo not drawn)
68	11&-5	CSc1nsc(SC)c1NC(=O)OC1CCCCC1
97	-5	N#Cc1cc2c(nc1SCC(O)CS(=O)(=O)Cc1ccccc1)CCCC2 (stereo not drawn)
nt	2	CCOc1ccc(/C=N/NC(=O)c2cc(C3CC3)[nH]n2)cc1
nt	-8	COc1ccc(NC(=O)C2=C(C)NC(=S)NC2c2c(OC)ccc3ccccc23)cc1 (stereo not drawn)
91	3	N#CCSc1nc(Nc2ccc3c(c2)OCO3)c2ccccc2n1
nt	11	COc1ccc(-c2nnc(-c3ccc(Cl)cc3)o2)cc1OC
110	-6	CC(=O)c1cn(CC(=O)Nc2ccccc2)c2ccccc12
99	3	Cc1cc(-c2ccco2)n2c(nc3ccccc32)c1C#N
92	-1	COc1ccc(NC(=O)Cn2nnc(-c3ccccc3F)n2)cc1Cl

# Record cards, as listed above. Values in the order: BAP1 inh | HePTP inhibitor
# `CCOc1ccc(/C=N/NC(=O)c2cc(C3CC3)[nH]n2)cc1` across the screens: nt | 2
# `CC(=O)c1cn(CC(=O)Nc2ccccc2)c2ccccc12` across the screens: 110 | -6
# `Cc1ccnc(NC(=O)c2ccc(C)o2)c1` across the screens: nt | 12
# `N#Cc1cc2c(nc1SCC(O)CS(=O)(=O)Cc1ccccc1)CCCC2` (stereo not drawn) across the screens: 97 | -5
# `COc1cc(/C=N/NC(N)=O)ccc1O` across the screens: nt | -20

# The results go on:
BAP1 inh	HePTP inhibitor	compound
130	0	CCn1c(SCC(=O)c2cc(OC)ccc2OC)nnc1C(C)C
96	-2	CC(=O)NC(O)C(=O)c1ccco1 (stereo not drawn)
nt	5	Cc1ccc(-c2c(C)n([O-])c3c([n+]2=O)CCC3)cc1
94	10	CCCCn1c(=O)c(Cc2ccccc2)c(O)c2ccccc21
nt	-6	Clc1cccc(OCCN2CCOCC2)c1Cl
95	5	Nc1nnc(-c2cccnc2)s1
nt	2	O=C(/C=C/c1cn(Cc2ccccc2)c2ccccc12)c1ccc(Cl)cc1
92	8	Cc1nn(C)c(C)c1CNC(=O)c1nn2c(c1Cl)NC(c1cccs1)CC2C(F)(F)F (stereo not drawn)
nt	5	CCOC(=O)C1=C(C)N=c2s/c(=C\c3ccc(C)o3)c(=O)n2C1c1ccc(SC)cc1 (stereo not drawn)
nt	0	O=C(N=Nc1c(O)n(CN2CCOCC2)c2ccccc12)c1ccccc1Cl
nt	0	CC(C)(C)c1ccc(/C=C/C(=O)NCCCN2CCOCC2)cc1
nt	-16	CC1=NNC(=O)C1CC(=O)N/N=C/c1ccccc1 (stereo not drawn)
94	nt	CCN1CCC[C@H]1CNC(=O)c1c(O)c(Cl)cc(Cl)c1OC
nt	-9	CC(C)COc1ccc(C(=O)Nc2ccc(Br)cc2)cc1
64	-6	CCCCC(=O)NC1(C(F)(F)F)C(=O)N(Cc2ccco2)C(C)=C1C(=O)OC (stereo not drawn)
19*	nt	Cc1ccc(C(=O)Nc2ccc(S(=O)(=O)O)c3cc(S(=O)(=O)O)cc(S(=O)(=O)O)c23)cc1NC(=O)c1cccc(NC(=O)Nc2cccc(C(=O)Nc3cc(C(=O)Nc4ccc(S(=O)(=O)O)c5cc(S(=O)(=O)O)cc(S(=O)(=O)O)c45)ccc3C)c2)c1
nt	-6	COc1ccc(-c2nnc(Nc3ccccc3)c3ccccc23)cc1
82	2	COCCn1c(SCc2c(F)cccc2Cl)nc2c1c(=O)[nH]c(=O)n2C
61	nt	Nc1ccc(NC(=O)c2ccco2)cc1
57	nt	COc1ccc2oc(=Nc3cccc(F)c3)c(C(=O)Nc3ccccc3)cc2c1
nt	-3	O=C(Nc1ccc(F)cc1)/C(=C\c1cccs1)NC(=O)c1ccccc1
111	-3	CN1CCN(S(=O)(=O)c2ccc(NC(=O)c3cccs3)cc2)CC1
99	-6	COC(=O)c1ccc(NC(=O)CSc2nnc(-c3ccncc3)n2C)cc1
125	nt	O=C(NCCCCNC(=O)c1cccc([N+](=O)[O-])c1)c1cccc([N+](=O)[O-])c1
nt	9	COc1ccc(N2C(=O)CSC23C(=O)Nc2ccccc23)cc1 (stereo not drawn)
85	-1	O=C(Cn1nnc2c(cnn2-c2ccccc2)c1=O)N1CCN(c2ccccc2F)CC1
113	7	CCCCNC(=O)CC1N=C2c3ccccc3N=C(SCC(=O)Nc3ccc(OC)cc3)N2C1=O (stereo not drawn)
nt	-7	COc1c(Cl)cc(/C=C2/SC(=S)NC2=O)cc1Cl
103	nt	O=C1C(=O)N(Cc2ccc(CN3C(=O)C(=O)c4ccccc43)cc2)c2ccccc21
nt	-4	CCOc1ccc(C(=O)Nc2ccc(I)cc2Cl)cc1
101	6	CCNS(=O)(=O)c1ccc(NC(=O)Cn2nc(C(F)(F)F)cc2C)cc1
79	11	CC(=O)NCCOc1nc(N(C)C)nc(N2CCOCC2)n1
85	8	CC(C)CC1NC2(C(=O)N(C)c3ccccc32)C2C(=O)N(C(C)C)C(=O)C12 (stereo not drawn)
99	9	CCCSCCCNC(=O)CC1Oc2ccccc2NC1=O (stereo not drawn)
nt	-2	O=C(COc1ccccc1)Nc1ccc(O)c(-c2nc3ccccc3s2)c1
nt	5	O=C1c2ccccc2C(=O)N1c1ccc(S(=O)(=O)N2CCOCC2)cc1
57	7	COc1ccc(C(=O)/C=C/Nc2cc(C)on2)c(OC)c1
nt	-4	CCCCOc1ccc(NC(=O)C2CC(=O)N(c3ccc(C)cc3)C2)cc1 (stereo not drawn)
nt	-5	CN(C)C(=S)NC(=O)C12CC3CC(C)(CC(C)(C3)C1)C2
nt	6	CCOC(=O)c1c(N)c(C#N)c(C)n1-c1ccc(Cl)cc1
nt	-16	Nc1c(C(=O)C2CC2)sc2nc3c(cc12)CCC3
97	8	O=C(CCS(=O)(=O)c1ccc(Cl)cc1)Oc1ccc2c(c1)OCO2
63	nt	O=C(Nc1ccc(-c2cn3ccccc3n2)cc1)c1ccc(Br)cc1
82	10	Cc1ccc(-n2ncc3c(N4CCCC(C)C4)ncnc32)c(C)c1 (stereo not drawn)
119	10	Cc1cc(C)n(-c2ccc(Cl)c(C(=O)OCC(=O)N3CCCCC3C)n2)n1 (stereo not drawn)
116	-6	CCOC(=O)c1cnn(CCOC(=O)Cc2cccs2)c1NC(=O)Cc1cccs1
nt	-8	CC(=O)Nc1ccc(S(=O)(=O)N2c3cc(C)ccc3C(C)=CC2(C)C)cc1
nt	7	Cc1cccc(NC(=O)c2ccc(-c3ccccc3)cc2)c1
nt	-8	CC1(C)C(c2ccccc2)=NC(c2ccc(C(F)(F)F)cc2)N1O (stereo not drawn)
nt	7	Oc1ccc(Nc2nc(N3CCCC3)c3ccccc3n2)cc1

# The listing continues:
BAP1 inh	HePTP inhibitor	compound
77	-2	CC(C)OCC(O)CN (stereo not drawn)
nt	9	COc1ccccc1OCC(=O)Nc1ccc(Nc2ccccc2)cc1
nt	-5	COc1ccc(OCC(=O)N2c3ccccc3Sc3ccc(C(F)(F)F)cc32)cc1
nt	-11	CCOC(=O)c1c(NC(=O)C(C(C)C)N2C(=O)c3ccccc3C2=O)sc(C)c1C (stereo not drawn)
nt	10	Cc1cccnc1NC(=O)COc1ccc2ccccc2c1
nt	4	CCOC(=O)N1CCN(C(=O)c2ccc(I)cc2)CC1
nt	-5	N#Cc1c2ncn(CC(=NO)c3ccccc3)c(=O)c2c2n1CCC2
77	9	Oc1ccccc1C1=NCCNC(C(F)(F)C(F)F)=C1
151	3	c1ccc(COc2cccc(CN3CCN(c4ccccn4)CC3)c2)cc1
113	-1	CNC(=O)CSc1nnc(COc2ccc(Cl)cc2)n1CCOC
nt	2	CCC(C)NC(=O)c1ccc(NC(=O)C2CCCO2)cc1 (stereo not drawn)
nt	-18	COc1ccc(/C=C/C(=O)NCCc2nc3ccccc3[nH]2)cc1OC
nt	3	CC(Oc1ccccc1)C(=O)N1CCN(Cc2ccccc2)CC1 (stereo not drawn)
108	7	Cc1cccn2c(=O)c3cc(C(=O)Nc4ccc(N(C)C)cc4)n(C)c3nc12
98	-9	COc1ccccc1-c1nnc(SCc2ccccn2)n1C
76	8	CCOC(=O)c1c(C)[nH]c2cc(Br)c(O)cc12
94	4	O=C(NCCc1ccccc1F)C1CCCN1S(=O)(=O)c1ccccc1 (stereo not drawn)
101	nt	CN(C)C(=O)/N=N/C(=O)N(C)C
89	9	CC1(C)CC(=O)C2=C(C1)N(CC1CCCO1)C(=O)NC2(C(F)(F)F)C(F)(F)F (stereo not drawn)
nt	-1	CCCOC(=O)C1=C(C)NC2=C(C(=O)CC(C)(C)C2)C1c1cccc(F)c1 (stereo not drawn)
103	6	CC1Oc2ccccc2N(CC(=O)N2CCCc3ccccc32)C1=O (stereo not drawn)
144	-3	COc1ccc(NC2CC(=O)N(C(C)C)C2=O)cc1 (stereo not drawn)
104	9	CCc1nnc(NC(=O)CSc2nnc(-c3ccc(OC)cc3)n2C)s1
89	1	CCCNC(=O)c1cccc(COCC(F)(F)C(F)F)c1
nt	4	CCOc1ccc2[nH]c(=O)c(CN(Cc3ccco3)C(=O)c3cccc(F)c3)cc2c1
nt	1	OCc1nc2ccccc2n1Cc1ccccc1F
nt	-1	O=C(NOC(=O)c1ccc(Br)cc1)c1ccc(Cl)cc1
98	nt	O=C(NCc1n[nH]c(=S)n1-c1cccc(C(F)(F)F)c1)c1ccccc1
nt	-4	Cc1ccccc1N(CC(=O)N1CCc2ccccc2C1)S(C)(=O)=O
162	8	CC(C)C(=O)N1CCN(c2ccc(NC(=O)c3ccc(Br)o3)cc2)CC1
79	-1	CCOC(=O)c1c(N)nn(C(=O)C(C)C)c1-c1ccccc1
91	-9	Cc1ccc(-n2c(Cc3cccn3C)nnc2SCC(=O)Nc2ccc3c(c2)OCO3)cc1
nt	-2	C=C(Br)Cn1c(C(C)O)nc2ccccc21 (stereo not drawn)
nt	-3	COC(=O)c1cc(NC(=O)c2ccc3c(c2)OCO3)cc(C(=O)OC)c1
nt	15	COc1ccc(/C=N\NC(=O)c2ccc(S(=O)(=O)c3ccc(C(=O)N/N=C\c4ccc(OC)cc4)cc3)cc2)cc1
nt	2	COc1ccc2c(Cl)c(C(=O)Nc3ccc(N4CCOCC4)cc3)sc2c1
95	12	CC(C)N(Cc1ccccc1)C(=O)COC(=O)c1ccc2c(c1)OCCO2
nt	-10	O=C(/C=C/c1ccc(Cl)cc1)Nc1ccc(NC(=O)c2ccccc2)cc1
nt	-2	COC(=O)c1cnn2c1NC(c1ccccc1)CC2C(F)(F)F (stereo not drawn)
70	6	CC1CN(c2oc(COc3ccc(Cl)cc3Cl)nc2C#N)CC(C)O1 (stereo not drawn)
151&87	6	COCCCC/C(=N\OCCN)c1ccc(C(F)(F)F)cc1
94	5	CCOc1ccc(-c2nc(-c3ccccc3)no2)cc1OCC
78	2	Cn1c(SCC(=O)N2CCCCC2)nc2c([nH]c3ccccc32)c1=O
118	5	Cc1ccc(S(=O)(=O)NCC(=O)OC2CCOC2=O)cc1 (stereo not drawn)
nt	6	COc1cc(C(=S)N2CCOCC2)ccc1OS(=O)(=O)c1ccc(C)cc1
112	8	CC(C)(C)/C(O)=C(/C#N)c1nc2ccccc2[nH]1
nt	5	Cc1cc(C)n2cc(CSc3nc4cc(Cl)ccc4o3)nc2n1
104	13	O=C(CN(C(=O)CCC(=O)Nc1nccs1)c1ccccc1F)NCC1CCCO1 (stereo not drawn)
nt	-13	CCN(CC)CCCCCOc1cc(C)cc(C)c1C
nt	-7	CCN(CC)c1ccc(/C=N/c2nc(-c3ccccc3)c(C)s2)cc1

# As entered above:
# CNC(=O)CSc1nnc(COc2ccc(Cl)cc2)n1CCOC – HePTP inhibitor = -1
# CC1(C)CC(=O)C2=C(C1)N(CC1CCCO1)C(=O)NC2(C(F)(F)F)C(F)(F)F (stereo not drawn) – BAP1 inh = 89

# An excerpt from above in order of SMILES length, low to high:
BAP1 inh	HePTP inhibitor	compound
102	7	O=C(O)c1cccnc1Oc1ccccc1
nt	-13	CCN(CC)CCCCCOc1cc(C)cc(C)c1C
104	9	CCc1nnc(NC(=O)CSc2nnc(-c3ccc(OC)cc3)n2C)s1

# Additional entries follow.
BAP1 inh	HePTP inhibitor	compound
126	3	COC(=O)c1oc2ccc(Br)cc2c1-n1cccc1
85	5	CC1CCN(c2ccc(C(=O)NCc3cccs3)cn2)CC1
91	14	Cc1ccc(P(=Nc2ccccc2)(N2CCOCC2)N2CCOCC2)o1
nt	14	CCN(CC)c1ccc(N2C(=O)/C(=C\c3ccco3)SC2=S)cc1

# Source: PubChem BioAssay
